# High-throughput results deposited in PubChem BioAssay by several laboratories.
# Yp Topo-I inh: blocks Yersinia pestis topoisomerase I activity; actives 0.064% (n = 360,000); activity, % at 10 µM; Y. pestis Topo-I cleavage product accumulation, plate reader; in the data active means activity above about 50%, passing the limit was not always enough; inconclusive means no clear call, values can overlap the other calls; further: inactives centre near 2
# Mtb FBA inh: Mtb fructose-bisphosphate aldolase inhibition. actives 2.3% (n = 360,000). AID 588726. P9WQA3. purified M. tuberculosis FBA, fluorescence read-out. inhibition, % at 1 µM; in the data active means inhibition above about 27%;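 further: 0% = vehicle and 100% = reference inhibitor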
# Target sequence (P9WQA3 whole entry, looked up): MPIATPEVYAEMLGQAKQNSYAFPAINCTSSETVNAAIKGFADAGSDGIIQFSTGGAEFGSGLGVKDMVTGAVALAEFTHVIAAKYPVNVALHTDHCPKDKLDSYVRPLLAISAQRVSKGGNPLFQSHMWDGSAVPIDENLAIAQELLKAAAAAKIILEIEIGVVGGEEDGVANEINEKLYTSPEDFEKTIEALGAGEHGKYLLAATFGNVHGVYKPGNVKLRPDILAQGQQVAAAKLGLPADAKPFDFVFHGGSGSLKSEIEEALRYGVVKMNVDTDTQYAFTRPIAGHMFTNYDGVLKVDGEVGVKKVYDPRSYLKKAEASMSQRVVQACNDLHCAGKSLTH
# BH1578 lux ind: induces V. cholerae light production without autoinducers; V. cholerae BH1578 lux reporter, luminescence, 6 h; activation, % at 18.7 µM; actives 0.16% (n = 350,000); AID 588436; in the data active means activation mostly above about 9.7%, no sharp cut-off; inconclusive means no clear call, values can overlap the other calls; inactive means mostly below about 3.7%; further: not every result past the cut was called active; inactives centre near 0; reference of the scale not given here
# GDH-TPI inh: inhibits GDH-TPI coupling enzymes, artifact for Mtb FBA screen. GDH-TPI coupled enzyme counterscreen, NADH absorbance. inhibition, % at 4.8 µM. actives 1.2% (n = 360,000); in the data active means inhibition above about 30%;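 further: 0% = DMSO wells and 100% = wells lacking the enzyme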
# TcdB GH inh: blocks C. difficile toxin B glycohydrolase activity; P18177; TcdB glycohydrolase enzymatic assay, plate reader; inhibition, % at 9.99 µM; actives 0.24% (n = 350,000); in the data active means inhibition above about 10%
# PfHsp40 yeast: rescue of PfHsp40-mediated yeast toxicity | S. cerevisiae expressing PfHsp40, growth rescue, ATP luminescence | growth rescue, % at 12.5 µM | actives 0.68% (n = 340,000) | AID 504582; in the data active means growth rescue above about 28%, passing the limit was not always enough; inconclusive means no clear call, values can overlap the other calls;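 further: yeast W303a lacking pdr1 and pdr3 grown in galactose medium; growth measured after three days at 30 °C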
# Mtb UGM inh: blocks M. tuberculosis UGM enzyme; P9WIQ1; inhibition, % at 10 µM; actives 0.06% (n = 320,000); purified UGM, fluorescence polarization probe displacement; in the data active means inhibition above about 10%, passing the limit was not always enough; inconclusive means no clear call, values can overlap the other calls
# Target sequence (P9WIQ1 whole entry, looked up): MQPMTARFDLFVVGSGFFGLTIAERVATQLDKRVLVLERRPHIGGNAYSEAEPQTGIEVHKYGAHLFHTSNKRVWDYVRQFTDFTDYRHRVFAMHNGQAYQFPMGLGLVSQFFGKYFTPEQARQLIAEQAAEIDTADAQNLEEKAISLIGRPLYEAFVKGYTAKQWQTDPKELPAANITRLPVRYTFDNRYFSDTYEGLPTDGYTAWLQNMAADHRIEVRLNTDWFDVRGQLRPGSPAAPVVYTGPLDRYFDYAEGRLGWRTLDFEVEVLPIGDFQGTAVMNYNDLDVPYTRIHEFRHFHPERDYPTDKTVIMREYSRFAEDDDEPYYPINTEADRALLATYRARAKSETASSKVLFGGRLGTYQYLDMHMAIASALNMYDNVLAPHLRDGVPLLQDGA
# BioA inh: inhibitors of Mycobacterium tuberculosis BioA enzyme | inhibition, % at 9.99 µM | actives 0.096% (n = 360,000) | AID 602481 | purified M. tuberculosis BioA enzyme, plate reader; in the data active means inhibition above about 40%; inconclusive means no clear call, values can overlap the other calls
# FadD28 binding: blocks FadD28 binding to the bisubstrate probe. fluorescence polarization. actives 0.22% (n = 360,000). inhibition, % at 12.5 µM; in the data active means inhibition above about 8.5%, passing the limit was not always enough; inconclusive means no clear call, values can overlap the other calls
# * marks the source's active call; other numbers are inactive results; i = inactive; ? = inconclusive; . = not tested or not shown.
SMILES,Yp Topo-I inh,Mtb FBA inh,BH1578 lux ind,GDH-TPI inh,TcdB GH inh,PfHsp40 yeast,Mtb UGM inh,BioA inh,FadD28 binding
Cc1cccc(N(CC(O)CN(C)C)S(=O)(=O)c2ccccc2)c1 (stereo unspecified),3.2,-3.8,9.8,0.0,.,-0.7,0.3,1.2,-1.0
CCOC(=O)CC(C#N)c1c[nH]c2ccccc12 (stereo unspecified),4.8,-4.5,-0.4,2.7,.,1.4,-1.9,0.4,-1.5
COc1ccccc1N1CCN(C(=O)/C=C/c2ccccc2)CC1,14.7,2.2,0.0,0.8,.,-0.4,2.9,2.2,0.3
O=C(Nc1nncs1)c1cc2c(s1)CCC2,0.9,0.8,i,15.4,2.1,-0.5,0.8,.,-4.0
CC(=O)Nc1cc(-c2cccnc2)cn2c(-c3cccc(C(F)(F)F)c3)cnc12,12.1,-0.3,-0.4,-4.5,1.7,.,.,2.7,-6.3
Cc1ccc(N(CC(=O)N2CCc3ccccc32)C2=NC(=O)CS2)cc1,21.6,0.7,i,4.1,.,1.3,1.3,1.8,0.3
CC1CCCN(C2=C(NS(=O)(=O)c3ccc(Br)cc3)C(=O)c3ccccc3C2=O)C1 (stereo unspecified),-8.8,1.5,11.1,-4.5,1.5,0.4,-0.9,0.3,-3.7
O=c1cc(CN2CCN(c3ccccc3)CC2)c2cc(O)c(-c3ccccc3)cc2o1,-4.4,-2.1,i,4.9,.,0.2,2.4,-0.8,-4.6
Cc1ccc(Cn2nnc(C(=O)Nc3cccc(C)c3C)c2N)cc1,3.1,-1.6,i,-3.9,-0.9,2.2,1.0,-1.6,-2.9
Cc1ccnc(SCCn2c(N(C)Cc3ccccc3)nc3c2c(=O)n(C)c(=O)n3C)n1,25.9,-1.7,-2.1,2.9,2.2,0.3,-2.5,1.7,-0.7
Fc1ccc(CN2CCCCCC2)c(F)c1,6.6,1.0,-2.0,8.3,.,0.8,-0.2,-2.0,0.0
CSC1=NC(C(Cl)(Cl)Cl)N=C(c2ccc(C)cc2)N1 (stereo unspecified),4.2,1.8,-0.3,3.0,1.3,0.4,-3.5,.,-5.7
O=C(NNC(=S)Nc1ccccc1C(F)(F)F)c1ccc(Br)o1,-0.7,0.3,-0.3,-2.6,-0.3,-0.8,-2.1,.,-1.5
CN(C)CCCN(C(=O)COc1ccccc1)c1nc2c(Cl)cccc2s1,-6.9,2.0,i,0.7,0.4,0.5,-1.1,.,-3.1
Cc1ccc(NC(=O)CSC(C)C(=O)OCc2cc(=O)oc3cc(O)ccc23)cc1 (stereo unspecified),-2.0,41.3*,-0.4,11.9,0.2,.,.,0.4,-0.9
CC1CCc2c(ccc3ccccc23)C1=O (stereo unspecified),7.4,5.9,i,15.9,-0.1,0.5,.,-1.3,0.9
COc1ccc(CNC(=O)C2CCN(c3nccs3)CC2)cc1,-1.5,-2.9,i,0.6,-0.6,-0.9,-0.2,-0.9,0.5
CC(C)CC(=O)N(c1ccc(F)cc1)C1C=CS(=O)(=O)C1 (stereo unspecified),4.0,-0.6,i,2.0,0.1,-0.9,-2.0,0.5,0.2
Cc1ccc(-n2c(C)nnc2SCC(=O)N2CCc3ccccc3C2)cc1,28.1,-1.4,-0.2,-5.2,1.1,-1.4,-2.2,.,-5.3
OCC[C@@H]1C[C@H](O)[C@@H](O)[C@]2(CCc3ccccc3O2)O1,0.9,0.3,1.5,9.4,-0.1,-0.6,-0.4,-1.1,-0.5
CC1CCN(C(=O)c2cc(F)c(F)cc2Cl)CC1,2.0,0.6,i,-7.8,.,0.8,-2.2,-1.0,-3.6
CCN(CC)CCOC(=O)c1ccc(NC(=O)CNC(=O)C2CCCCC2)cc1,3.5,5.6,1.9,0.7,.,-0.4,0.3,.,-0.9
COc1ccccc1CCNC(=O)C1CCC(=O)N(C2CC2)C1 (stereo unspecified),-0.9,1.3,-0.2,8.4,0.5,0.8,-1.8,1.2,0.3
CCCNC(=O)N1CCC(C(=O)c2cccc(F)c2)CC1,-0.8,2.5,-0.7,7.6,.,-0.5,1.2,3.3,-2.3
Oc1cccc2c3c(oc12)CCCC3,3.1,0.9,0.5,0.7,0.3,.,2.3,0.0,0.3

# More compounds:
SMILES,Yp Topo-I inh,Mtb FBA inh,BH1578 lux ind,GDH-TPI inh,TcdB GH inh,PfHsp40 yeast,Mtb UGM inh,BioA inh,FadD28 binding
Cc1ccc(C)n1-c1sc2c(c1C(=O)O)CCCC2,2.7,-0.8,i,-2.3,-1.3,0.8,0.5,.,4.2
CN(C)CCNC(=O)C(=O)Nc1cc2c3c(c1)CCN3C(=O)CC2,6.5,-0.6,-0.2,13.0,0.0,-0.5,1.2,-0.3,1.1
CCOC(=O)c1cnc2ccc(C(=O)OC)cc2c1Nc1cccc(C(=O)O)c1,4.1,-1.9,-0.7,-8.2,-0.4,-1.5,1.0,.,-5.4
Cn1cccc1/C=C1\SC(=Nc2ccccc2)NC1=O,13.1,0.8,-0.6,10.7,0.7,0.0,0.1,1.9,-2.2
Cc1cc(C)n(-c2ccc(Cl)c(C(=O)Nc3ccc(OC(F)(F)F)cc3)n2)n1,0.6,4.5,-0.6,5.9,.,-1.4,0.6,.,-0.9
Cc1ccc(C(=O)O)cc1-c1ccc(/C=C2\SC(=O)N(CC(=O)Nc3ccc4c(c3)OCO4)C2=O)o1,6.2,-1.4,-0.2,3.1,-0.5,-1.6,2.9,-0.4,2.1
Cc1cccc(OCC(=O)NCCCNC(=O)c2cccnc2)c1,6.8,2.8,i,3.8,-0.5,-0.8,0.9,1.7,0.1
COCCN(Cc1ccccc1)C(=O)Cc1ccc(OC)c(S(=O)(=O)N2CCOCC2)c1,-2.5,-0.6,1.2,2.4,1.3,-1.2,2.2,-0.6,-2.9
Cc1ccc(S(=O)(=O)Nc2nc(-c3ccc(F)cc3)cs2)cc1,17.8,1.3,i,6.2,-0.3,-0.2,-1.1,.,1.7
CCOC(=O)c1nnc(-c2ccccc2)nc1N1CCSCC1,0.9,-0.1,-0.2,6.6,1.2,9.4,0.5,.,-1.5
CCc1nnc(NS(=O)(=O)c2ccc(NC(=O)c3cccc([N+](=O)[O-])c3)cc2)s1,-9.1,2.0,i,7.4,1.7,0.0,1.0,1.6,-0.1
COc1ccccc1N1CC(C(=O)Nc2ccc(C)c(S(=O)(=O)N3CCOCC3)c2)CC1=O (stereo unspecified),-0.4,-0.8,i,-1.3,-1.5,-1.7,3.8,-2.3,-3.8
Nc1oc2ccc(F)cc2c(=O)c1C=O,-1.4,2.4,-0.3,6.6,.,-1.4,-1.0,.,0.3
O=C(O/N=C1/CCSc2ccccc21)c1ccccc1,-6.6,-2.6,.,4.0,.,0.7,-0.5,0.8,-5.4
CC(=O)Nc1ccc(NC(=O)C(C)c2cccc(C(=O)c3ccccc3)c2)cc1 (stereo unspecified),13.9,2.4,-3.6,-0.4,.,-0.3,-0.9,.,0.2
Cc1ccc(C(C)NC(=O)c2cccs2)cc1 (stereo unspecified),11.7,1.8,-0.5,-10.0,0.4,-0.5,-1.4,1.1,-1.6
CC(=O)Nc1cccc(-c2ccnc3c2CC(C(=O)NCCC(F)(F)F)O3)c1 (stereo unspecified),-1.7,1.2,-0.4,0.9,-0.2,.,.,1.4,-2.5
Cc1ccc(CCNC(=O)CSCc2ccc(F)cc2)cc1,-1.9,0.0,-0.5,-7.3,-0.1,-0.7,-1.0,0.7,-0.7
CC(=O)Nc1cccc(NC(=O)c2cccc(Cl)c2)c1,-0.4,-1.1,-1.3,1.8,2.5,.,.,3.3,-0.6
CCOC(=O)C(NCCc1ccc(F)cc1)(NC(=O)CC)C(F)(F)F (stereo unspecified),1.0,1.0,-0.3,2.9,0.3,-1.1,-2.8,.,0.1
Cn1cc(/C=C/C(=O)N2CCCC(C(=O)c3ccc(C(C)(C)C)cc3)C2)cn1 (stereo unspecified),22.7,1.6,i,-3.8,4.1,-1.3,4.9,1.9,-1.5
CCCNC(=O)C(Cc1ccc(Cl)cc1)NC(=O)c1ccc(-c2ccccc2)cc1 (stereo unspecified),2.4,3.4,-0.3,4.8,-0.6,-0.6,-2.2,-1.3,-1.4
Cc1ccc(-n2c(=O)[nH]c3ncccc3c2=O)cc1,3.2,5.3,-0.2,-11.7,1.1,0.2,2.5,-0.5,-3.4
CNS(=O)(=O)c1cccc(C(=O)OCc2csc(-c3ccccc3)n2)c1,-3.9,-2.8,-0.5,3.7,.,1.1,-0.1,-0.9,-1.3
Cc1ccc(S(=O)(=O)NCC2(c3ccccc3)CCOCC2)cc1,-3.0,4.2,-0.3,-1.9,1.6,-0.3,-0.4,.,-3.7

# The listing continues.
SMILES,Yp Topo-I inh,Mtb FBA inh,BH1578 lux ind,GDH-TPI inh,TcdB GH inh,PfHsp40 yeast,Mtb UGM inh,BioA inh,FadD28 binding
O=C(Cn1ccc([N+](=O)[O-])n1)NCc1nc2ccccc2[nH]1,-2.7,2.3,i,-5.0,2.0,-1.0,-0.8,.,-4.4
Cc1ccc(S(=O)(=O)N2CCN(c3ccccc3)CC2)cc1C(=O)NC1CCCCC1,1.9,0.3,-1.6,10.8,1.2,1.1,1.3,2.2,0.8
COc1ccc(/C=C2\SC(=S)N(CCCC(=O)N3CCOCC3)C2=O)cc1OC,16.8,-4.6,-6.9,20.0,0.4,0.6,-3.1,-2.1,-2.6
Cc1ccc(N=CC2=C(O)CC(c3ccc(Cl)cc3)CC2=O)cc1 (stereo unspecified),-3.3,0.0,-0.2,-9.9,0.9,-0.4,-0.4,-0.5,-1.9
CCN(CC)CCN1C(=O)C(=O)/C(=C(/O)c2ccc(OC(C)C)cc2)C1c1cccs1 (stereo unspecified),0.6,-1.6,-0.6,3.1,1.4,-0.3,-1.5,0.4,-4.2
O=C(NCc1ccc(Cl)cc1)c1noc2c1CCCC2,15.1,1.2,-0.5,4.8,.,1.1,-0.2,2.8,-5.6
C#CCOCCOCCOCCNc1nc(N2CCN(C(=O)CCCCCCCCCCNC(=O)[C@H](CO)n3cc(CCCSC)nn3)CC2)nc(N2CCN(C(=O)CCCCCCCCCCNC(=O)[C@H](CCCN=C(N)N)n3cc(C[C@@H](C)CC)nn3)CC2)n1,10.8,0.6,i,5.0,.,30.0*,0.5,0.2,?
CCc1nnc(SC(C)C(=O)Nc2nccs2)n1C (stereo unspecified),5.4,0.5,0.2,-8.3,0.5,0.0,-2.1,-0.3,0.1
CC(=O)OC(=C(OC(C)=O)c1ccccc1)c1ccccc1,-0.6,-2.6,i,6.9,1.1,-1.8,.,1.8,1.0
CC(C(=O)Nc1ccccc1-c1ccccc1)N1CCN(C(=O)c2ccccc2)CC1 (stereo unspecified),16.9,-1.1,i,-8.9,0.3,0.7,-2.3,-3.2,-4.0
Cc1ccc(C(=O)N/C(=C\c2ccc3c(c2)OCO3)C(=O)Nc2ccc(C(=O)O)cc2)cc1,7.6,-0.6,i,26.8,2.3,-0.3,2.2,.,-2.2
Cc1ccccc1C(=O)Nc1cccc(C(=O)N/N=C/c2cc(Cl)cc([N+](=O)[O-])c2O)c1,-11.5,-7.4,i,3.1,-0.2,0.1,3.5,.,4.2
COCCNC(=O)CN(C(=O)CCC(=O)Nc1ccccn1)c1ccc(F)c(Cl)c1,-0.9,10.8,i,-1.7,.,1.0,-1.9,-3.8,2.4
Cc1ccc(S(=O)(=O)NCCCCCCNS(=O)(=O)c2ccc(C)cc2)cc1,36.9,3.8,-4.5,6.2,1.7,.,.,-2.3,0.3
CCOC(=O)C1=C(N)N(c2ccc(C)cc2)C2=C(C(=O)CCC2)C1c1cccs1 (stereo unspecified),9.9,-1.5,1.8,10.1,0.4,0.1,-0.3,10.9,-0.8
COCCN1Cc2cccc(C(=O)Nc3ccc(C)c(C)c3)c2C1=O,9.5,0.7,-1.3,2.9,.,0.4,-0.3,-2.0,-1.3
Cn1ccc(=S)c2ccccc21,3.1,1.1,0.3,7.0,0.6,-0.8,3.3,2.4,0.2

# Look-ups from above.
# `CC(=O)Nc1cc(-c2cccnc2)cn2c(-c3cccc(C(F)(F)F)c3)cnc12` | GDH-TPI inh: -4.5
# `CCOC(=O)C(NCCc1ccc(F)cc1)(NC(=O)CC)C(F)(F)F` (stereo unspecified) | BH1578 lux ind: -0.3
# `CCc1nnc(SC(C)C(=O)Nc2nccs2)n1C` (stereo unspecified) | PfHsp40 yeast: 0.0
